# Screens from PubChem.
# NS5 inhibitors = Dengue-2 NS5 methyltransferase inhibitors, primary screen, biochemical, confirmation dose response (AID 588689); Genome polyprotein (Dengue virus type 2 (strain 16681-PDK53)); Dengue-2 NS5 methyltransferase capping enzyme assay, biochemical; higher % means a stronger effect; inhibition, % at 25 µM, or IC50 in µM where a hit was titrated; 340,000 compounds, 0.3% hits; in the data active = a potency from the dose series; inconclusive = inhibition above about 29% without an active follow-up result
# Autophagy mod = autophagy modulators in MEF cells, primary screen, imaging, high-content, MEF GFP-LC3. MEF GFP-LC3 puncta imaging; test concentration mostly 10 µM. calls only at 10 µM (by protocol). 190,000 compounds, 0.98% hits. AID 463193, 2010;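 active = percentage of spot-positive cells more than 3 SD above its plate mean, without a fluorescence outlier flag or 80% toxicity; inconclusive = no clear call, values can overlap the other calls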;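 note: spot-positive cell cutoff set from DMSO-treated cells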
# GPR35 arrestin U2OS = GPR35 antagonists blocking zaprinast-driven arrestin recruitment, primary screen, imaging, U2OS, beta-arrestin-GFP, zaprinast agonist (AID 2058). G-protein coupled receptor 35 (Homo sapiens). U2OS GPR35 beta-arrestin-GFP translocation imaging, zaprinast antagonism; higher % means a stronger effect. 290,000 compounds, 0.052% hits. one-dose inhibition, % at 10 µM; IC50 in µM for titrated hits;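 active = inhibition of at least 50% with at least 30 cells and total cytoplasm GFP at most 10,000,000; inconclusive = under 30 cells or total GFP of 10,000,000 plus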
# WT yeast gro inh = growth inhibition of WT strain, primary screen, mitochondrial fusion inhibitor project, WT and mutant strains, chemical genetic | inhibition, % at 10 µM | AID 1362, 2008 | 190,000 compounds, 2.1% hits | mitochondrial fusion phenotypic screen; in the data active = inhibition above about 58%; tested in S. cerevisiae
# AID2073 = inhibitors of Mint1-CaV2.2 protein interaction, biochemical, HTRF (AID 2073); Voltage-dependent N-type calcium channel subunit alpha-1B (Homo sapiens); HTRF protein-protein interaction, Mint1-CaV2.2; higher % means a stronger effect; inhibition, % at 20 µM; hits with a dose series show IC50 in µM; 290,000 compounds, 0.19% hits; in the data active = inhibition mostly above about 51%, no sharp cut-off; inconclusive = no clear call, values can overlap the other calls; inactive = mostly below about 53%; note: some results filed as inactive read as strong as hits
# K1F lysis inhibition = inhibition of K1F phage lysis, E. coli UTI89, bacterial capsule biogenesis inhibitors, alamar blue (AID 488966); E. coli UTI89 K1F phage lysis, alamar blue, 2 h; higher % means a stronger effect; inhibition, % at 100 µM; hits with a dose series show IC50 in µM; 340,000 compounds, 0.02% hits;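 active = phage lysis inhibition, versus mean bacterial control, above a set limit; inconclusive = no clear call, values can overlap the other calls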;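 note: capsule biogenesis inhibitors block K1F phage lysis so surviving cells raise fluorescence; higher fluorescence means more inhibition of phage lysis; actives were called in the ten point dose series up to 300 µM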
# NTR1 agonist = agonists of NTR1, primary screen, imaging, U2OS cells, beta-arrestin-GFP, high content (AID 493036) | Neurotensin receptor type 1 (Homo sapiens), P30989 | 330,000 compounds, 0.17% hits | NTR1-U2OS beta-arrestin-GFP spot imaging, agonist mode | activation, % at 20 µM;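 active = activation at or above 40% of the spot to cytoplasm intensity ratio, with at least 20 cells analyzed; inconclusive = wells under 20 cells, flagged as cytotoxic or low count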;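 note: 0% = DMSO without peptide and 100% = 100 nM NTR1 peptide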
# Target sequence (P30989 whole entry, looked up): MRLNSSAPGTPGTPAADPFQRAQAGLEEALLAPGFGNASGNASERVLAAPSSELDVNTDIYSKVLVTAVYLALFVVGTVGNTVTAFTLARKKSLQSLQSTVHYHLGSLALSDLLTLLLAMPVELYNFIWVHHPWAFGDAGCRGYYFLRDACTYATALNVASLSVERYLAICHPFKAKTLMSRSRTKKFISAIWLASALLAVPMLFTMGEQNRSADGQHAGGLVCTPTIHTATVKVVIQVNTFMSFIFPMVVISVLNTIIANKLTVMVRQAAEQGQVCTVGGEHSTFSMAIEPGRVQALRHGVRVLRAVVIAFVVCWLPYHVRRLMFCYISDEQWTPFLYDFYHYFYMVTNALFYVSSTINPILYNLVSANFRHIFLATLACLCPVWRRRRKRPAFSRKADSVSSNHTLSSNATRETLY
# LYP phosphatase = inhibitors of LYP phosphatase, biochemical, fluorescence intensity, uHTS (AID 1779). Tyrosine-protein phosphatase non-receptor type 22 (Homo sapiens). recombinant LYP phosphatase, fluorescence intensity; higher % means a stronger effect. inhibition, % at 11.5 µM; hits with a dose series show IC50 in µM. 290,000 compounds, 0.054% hits; in the data active = inhibition above about 50%;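 note: plate controls were vehicle with enzyme for no effect and no enzyme for full effect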
# RSV CPE inhibition = RSV antiviral activity via CPE protection, HEp-2 cells, primary 10 µM value included (AID 2391) | HEp-2 cells, RSV-induced CPE inhibition; higher % means a stronger effect | CPE inhibition, % at 10 µM, or IC50 in µM where a hit was titrated | 310,000 compounds, 0.13% hits; in the data active = a potency from the dose series; inconclusive = CPE inhibition mostly from about 23% at the one dose, without a potency; inactive = the rest, 99 in 100 with CPE inhibition below about 21%; note: strong numbers were not always called active
# WT yeast gro inh mutant strain = second read-out of WT yeast gro inh, no call of its own (marks repeat the call); inhibition, %; mitochondrial fusion phenotypic screen, mutant strain inhibition
# Autophagy mod cell loss 18 h = further read-out of Autophagy mod, marked with its call; toxicity, %; measured here: cell loss, nuclei count;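 cell loss after 18 h compound exposure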
# NTR1 agonist cell count 20 µM = also measured in NTR1 agonist; calls as there; cell count; measured here: cell count, cytotoxicity flag
# NS5 inhibitors pilot replicate = also measured in NS5 inhibitors; calls as there; inhibition, %; measured here: pilot screen replicate inhibition
# Active calls of the source: *; i = inactive; ? = inconclusive; nt = not tested or not shown; [ ] = another dose, or the depositor's remark.
SMILES,NS5 inhibitors,Autophagy mod,Autophagy mod cell loss 18 h,GPR35 arrestin U2OS,WT yeast gro inh,WT yeast gro inh mutant strain,AID2073,K1F lysis inhibition,NTR1 agonist,NTR1 agonist cell count 20 µM,LYP phosphatase,RSV CPE inhibition,others
CC(C)(C)NC(=O)NC(=O)COC(=O)CNC(=O)c1cccc(F)c1,-3%,i,5,-7%,10,0,9%,7.4%,-0.8,32,-7%,5.7%,
CCOC(=O)C(=O)Nc1ncc(Cl)s1,-1%,nt,nt,-4%,nt,nt,4%,0.2%,0.0,60,-7%,0.3%,
COc1cc(/C=C(\C#N)C(=O)Nc2cccc3ncccc23)ccc1O,nt,i,13,-7%,8,10,1%,nt,0.0,39,-7%,2.3%,
O=C(CCC(F)(F)F)N1CCC(CO)(CCc2ccccc2)CC1,-6%,nt,nt,-6%,nt,nt,0%,-0.1%,0.8,60,-2%,1.0%,NS5 inhibitors pilot replicate=2.8
CC[C@@H](C)[C@H](CNC)NC[C@@H](Cc1cccc2ccccc12)NCCc1cccc(C(F)(F)F)c1,-5%,nt,nt,-6%,nt,nt,20%,-2.7%,16,11,-12%,-3.9%,
COc1ccccc1CNC(=O)CS(=O)Cc1nc(-c2ccccc2C)oc1C (centres undefined),0%,i,10,-9%,2,-2,-3%,3.9%,-1.1,86,-8%,0.5%,
CC1CCCCN1C(=O)CN1C(=O)NC2(CCCCC2C)C1=O (centres undefined),-10%,nt,nt,nt,nt,nt,nt,0.5%[50 µM],-0.5,72,nt,-0.3%,
CC(C)(C)C1CCC2(CC1)C(Nc1cccc(C(F)(F)F)c1)=NC(=S)N2CC#N (centres undefined),1%,i,4,-12%,5,17,-4%,0.3%,3.1,89,1%,1.4%,
CCc1ccc(-c2nnn(CCC(=O)OC)n2)cc1,-2%,i,-3,14%,5,4,-3%,-0.2%,-1.1,72,-2%,0.8%,
CCOc1ccc(OCCC(=O)N(CCCOC)c2c(N)n(Cc3ccccc3)c(=O)[nH]c2=O)cc1,5%,nt,nt,nt,nt,nt,nt,1.3%[50 µM],-0.8,53,nt,0.8%,
COc1cccc(CC(=O)OCC(=O)NNC(=O)c2ccc([N+](=O)[O-])cc2)c1,1%,nt,nt,-6%,nt,nt,4%,0.0%,0.7,55,-12%,1.8%,
COc1ccc(C(=O)N2CCN(Cc3cn[nH]c3-c3ccc(OC)cc3F)CC2)cc1,4%,i,28,2%,-3,9,-6%,0.9%,1.6,90,-6%,0.1%,
COc1cccc(-c2cc(C(F)(F)F)n3nc(N)nc3n2)c1,-2%,i,0,5%,-1,-8,8%,9.9%,-1.0,42,-3%,1.4%,
Cc1ccc(NC(=O)ON=C2CCCC2)cc1,-4%,i,19,-5%,9,17,0%,1.1%[50 µM],1.5,59,-7%,1.1%,
Cc1cccc(NC(=O)Nc2nnc(N3CCCCC3C)s2)c1C (centres undefined),1%,i,9,6%,5,-9,-5%,-1.1%,4.3,66,4%,3.7%,
Cc1ccc(S(=O)(=O)NC2=NCN(CCc3ccccc3)CN2)cc1,1%,i,2,6%,0,1,9%,5.6%,-2.2,74,-1%,0.8%,
COc1ccc(Nc2cc(C(=O)NCCCN3CCOCC3)c3ccccc3n2)c(OC)c1,0%,i,9,-7%,1,11,-5%,2.0%,-0.9,81,-6%,-0.6%,
Cc1cc(C(=O)c2ccccc2)c(NC(=O)CN2CCOCC2)s1,0%,i,-11,-6%,-14,13,3%,0.0%,0.4,85,-8%,1.4%,
O=c1cccccc1NN=C1CCCCCC1,-6%,nt,nt,-2%,nt,nt,36%,-0.2%,0.6,61,-5%,0.9%,
Cc1cc(-c2nnc(CCC(=O)N3CCN(Cc4cccc(F)c4)CC3)o2)c(C)o1,-5%,i,34,7%,-2,-6,18%,0.1%,0.5,45,-2%,1.4%,
Cc1cccc(OCC(=O)NCCCNC(=O)c2cccnc2)c1,2%,nt,nt,14%,nt,nt,-9%,-0.1%,1.5,67,-12%,0.7%,
Cc1cc(=O)oc2c(C)c(OCC(=O)NCc3ccccn3)ccc12,-5%,nt,nt,17%,nt,nt,40%,0.3%,-1.4,71,-9%,1.9%,
CCc1ccc(N2C(=O)Nc3ccccc3C2(O)C(=O)N2CCN(c3ccccn3)CC2)cc1 (centres undefined),0%,i,7,3%,13,7,6%,0.4%,-0.2,68,0%,0.6%,
CN(Cc1ccccc1)S(=O)(=O)c1ccc(Cl)nc1,-6%,i,-27,8%,5,-12,0%,0.1%,1.0,39,-8%,4.7%,
Cc1ccc(Nc2ncnc(N)n2)cc1,5%,i,-18,7%,-7,1,7%,0.2%,-0.5,39,-6%,-0.3%,
COc1ccc(C(=O)NC(=S)NNC(=O)c2cnccn2)cc1OC,-4%,i,-4,8%,8,-1,-18%,0.3%,-1.4,59,-4%,2.0%,
COCCNC(=O)CSc1nnc(CCCN2C(=O)c3cccc4cccc(c34)C2=O)n1-c1ccccc1,-6%,i,1,-13%,-1,12,2%,0.7%[50 µM],3.0,62,-7%,9.4%,
COc1ccc(S(=O)(=O)Nc2c(C)cccc2C)cc1-n1cnnn1,-10%,nt,nt,11%,nt,nt,3%,1.1%,-1.1,41,-3%,2.4%,
CC(C)NC(=O)c1c(O)c2cccc3c2n(c1=O)CCC3,12%,nt,nt,2%,nt,nt,2%,0.1%,3.8,50,-4%,47%,
CCOC(=O)c1c(NC(=O)CN2CCCCC2)sc2c1CCCC2O (centres undefined),-4%,i,16,14%,12,5,8%,-1.4%,16,58,-8%,-1.9%,
O=c1cc(-c2ccc([N+](=O)[O-])cc2)c2cc3c(cc2[nH]1)OCCO3,1%,i,12,-1%,0,-19,-4%,0.0%,3.6,64,-3%,0.5%,
COC(=O)C1=C(C)Nc2ccc(C)cc2S1,6%,i,5,13%,11,0,-9%,4.9%,2.5,52,-1%,2.1%,
O=[n+]1c2c(n([O-])c3cc(F)c(N4CCCC4)cc31)CCC2,?,i,-3,nt,nt,nt,nt,0.3%,-1.3,78,nt,0.1%,
CN(C)c1nc(OCCNC(=O)COc2ccc(Cl)cc2Cl)nc(N(C)C)n1,-9%,i,-15,-2%,2,-3,2%,1.9%,7.2,91,-4%,5.1%,
Cc1cc(NC(=O)CSc2nccn2-c2ccc(Cl)cc2)no1,-1%,i,-4,9%,5,22,0%,0.3%,-0.7,61,-1%,-0.1%,
COc1cccc(C2=NOC(C(=O)N3CCN(C(=O)c4ccco4)CC3)C2)c1 (centres undefined),-84%,i,5,6%,-5,-2,5%,-3.3%,-4.2,69,3%,2.9%,
CSCCC(NC(N)=O)C(=O)Nc1ccc(F)c(Cl)c1 (centres undefined),-4%,nt,nt,-10%,nt,nt,13%,0.4%,-1.1,44,-1%,-0.4%,
COc1ccc(C(=O)NCCNc2nc3c(C)cccc3cc2C#N)cc1,0%,nt,nt,nt,nt,nt,nt,-1.5%,6.3,49,nt,5.4%,
CC(C)(C)OC(=O)N1CCC2(CC1)Oc1ccc(F)cc1C(=O)C21CC(c2cccnc2)=NO1 (centres undefined),2%,nt,nt,-6%,nt,nt,-19%,0.0%,1.8,39,2%,2.5%,
OC(CCN1CCCCC1)(c1ccccc1)c1ccccc1,1%,i,27,-6%,-6,5,6%,-3.2%,-0.6,52,-2%,-2.9%,
Cc1ccc(C(=O)OC(C)CN2CCN(C)CC2)cc1 (centres undefined),-2%,nt,nt,13%,nt,nt,0%,1.0%,0.4,47,-4%,-0.3%,
Cc1cnc(C(=O)Nc2nnc(C3CC3)s2)cn1,0%,i,-24,9%,7,-4,-7%,0.8%,-1.0,79,-4%,4.9%,
CCOc1cc(C2C3=C(CC(C)(C)CC3=O)N(CCCOC)C3=C2C(=O)CC(C)(C)C3)ccc1OC,-1%,nt,nt,4%,nt,nt,4%,-0.3%,1.4,49,-7%,0.0%,NS5 inhibitors pilot replicate=-0.6
N/C(=N\O)c1ccc(Oc2ccccc2Cl)c([N+](=O)[O-])c1,-4%,nt,nt,-10%,nt,nt,33%,0.6%,0.1,57,0%,3.6%,
O=C(NCCCn1ccnc1)/C(=C\c1ccc(Br)cc1)NC(=O)c1ccccc1F,-5%,nt,nt,-10%,nt,nt,9%,0.3%,0.9,66,-5%,1.1%,
O=C(Nc1cccc(C(F)(F)F)c1)c1ccc2nc(N3C(=O)CCC3=O)sc2c1,0%,i,0,19%,1,-6,6%,i,3.7,86,-11%,1.5%,NS5 inhibitors pilot replicate=0.6
CCOc1ccccc1C(=O)Nn1c(C2CCC2)nc2ccccc2c1=O,-5%,i,-1,12%,29,19,?,1.2%,-1.7,79,2%,0.3%,
O=C(O)c1ccc(N=c2oc3cc(O)ccc3cc2C(=O)NCc2ccccc2)cc1,-36%,i,-2,-8%,-8,4,4%,0.3%,1.6,31,-2%,-1.0%,
CCOC(=O)N1CCC(N2CCN(Cc3ccc(F)c(F)c3)C(CCO)C2)CC1 (centres undefined),4%,i,9,-4%,2,-3,8%,0.3%,0.5,83,-6%,-0.4%,
Cc1ccc(SCC(=O)NCCSCc2ccccc2)cc1,1%,i,4,2%,9,2,25%,-0.5%,1.9,37,4%,2.2%,
COc1ccc(/C=C(\NC(=O)c2ccc(C)cc2)C(=O)NCCCn2ccnc2)cc1,2%,nt,nt,9%,nt,nt,-7%,0.2%,-1.0,43,-8%,1.1%,
CCOC(=O)C1=C(C)N(C)C(=O)NC1c1cccc([N+](=O)[O-])c1 (centres undefined),-1%,nt,nt,nt,nt,nt,nt,-0.1%,5.2,78,nt,-0.2%,
Cc1nc2ccccc2n1CC(=O)OCC(=O)NCCc1ccccc1,-13%,i,-6,-6%,-5,-7,4%,1.3%[50 µM],1.4,48,-5%,0.7%,
COc1ccc(-c2nc3nc(C)c(Cc4ccccc4)c(=O)n3[nH]2)cc1,3%,i,16,-1%,0,4,21%,0.0%,-1.1,84,6%,4.8%,NS5 inhibitors pilot replicate=3.3
O=S(=O)(c1ccc2c(c1)OCCO2)N1CCN(Cc2ccccc2)CC1,-3%,i,4,7%,10,10,2%,-0.4%,-0.4,44,-1%,1.8%,
